Shiga inhibitor – Shiga toxin inhibition; Vero cells, Shiga toxin protein synthesis inhibition reporter; inhibition, % at 38.7 µM; 9.2% of 290,000 active; in the data active = inhibition mostly above about 28%, no sharp cut-off; inactive = mostly below about 43%; also: 0% is about no effect
HCMV antiviral – inhibitors of human cytomegalovirus; HFF cells, HCMV-luciferase reporter, 72 h; stronger effect = lower value; AID 1259415; 4.5% of 410,000 active; activity change, negative = inhibition, % at 57.5 µM; in the data active = activity change below about -60%; inconclusive = no clear call, values can overlap the other calls; inactive = above about -39%; also: % is scaled to controls: 0 for no effect and ±100 for the full control effect
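Screen run at 2 compound doses on HFFs infected with reporter HCMV, MOI 1 PFU/cell. Luciferase activity from cell lysates at 72 h post infection gave inhibition relative to buffer-only and Salinomycin wells.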
AmpC no deterg – AmpC beta-lactamase inhibition without detergent; P00811; AmpC nitrocefin hydrolysis, absorbance 480 nm, 0.0001% Triton; Potency, µM (titrated, usually from 57.1 µM), for inactives: at the highest dose activity change, negative = inhibition, hits mostly inhibitors; 0.52% of 330,000 active; AID 485341;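 also: potency is read from the fitted curve at half-maximal effect; plate controls were no compound for no effect and no enzyme for full effect; nearly all actives have a fitted effect of over 20% in size; some results filed as inactive show a strong effect at the top dose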
Target sequence (P00811 whole entry, looked up): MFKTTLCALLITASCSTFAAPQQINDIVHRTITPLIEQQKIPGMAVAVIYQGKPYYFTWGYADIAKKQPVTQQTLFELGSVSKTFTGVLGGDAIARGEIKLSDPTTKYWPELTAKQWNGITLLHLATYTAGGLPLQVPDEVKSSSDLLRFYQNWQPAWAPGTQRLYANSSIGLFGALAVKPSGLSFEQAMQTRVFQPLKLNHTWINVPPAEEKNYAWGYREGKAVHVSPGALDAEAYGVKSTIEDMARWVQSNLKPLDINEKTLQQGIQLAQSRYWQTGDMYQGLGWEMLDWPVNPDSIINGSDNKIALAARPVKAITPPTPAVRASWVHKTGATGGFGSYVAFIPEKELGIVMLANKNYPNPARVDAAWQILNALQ
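AmpC (5.3 nM in the dispensed reagent) in 20 mM phosphate pH 7.0 with 0.01% (detergent screen) or 0.0001% Triton X-100 was preincubated with compounds for 15 min at room temperature. Nitrocefin was then added from an 800 uM solution, and hydrolysis was followed at 480 nm.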
FBPA Giardia inh – blocks Giardia fructose-bisphosphate aldolase activity; A8B2U2; 0.71% of 290,000 active; purified Giardia FBPA; Potency, µM (highest dose often 59.6 µM), inactives show at the top dose activity, negative = inhibition, hits mostly inhibitors; also: potency is read from the fitted curve at half-maximal effect; % is scaled to controls: 0 for no effect and ±100 for the full control effect; nearly all actives have a fitted effect of over 55% in size
Target sequence (A8B2U2 whole entry, looked up): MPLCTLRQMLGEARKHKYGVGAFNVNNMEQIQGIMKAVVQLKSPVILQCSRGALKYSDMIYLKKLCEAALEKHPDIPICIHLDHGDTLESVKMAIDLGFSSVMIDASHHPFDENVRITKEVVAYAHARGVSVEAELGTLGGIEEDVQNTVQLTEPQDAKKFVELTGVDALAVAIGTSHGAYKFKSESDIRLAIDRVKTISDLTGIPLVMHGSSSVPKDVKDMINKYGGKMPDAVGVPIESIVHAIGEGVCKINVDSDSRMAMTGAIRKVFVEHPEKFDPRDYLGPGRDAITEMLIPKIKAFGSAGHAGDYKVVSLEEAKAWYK
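40 nM FBPA preincubated 10 min at RT with compound (up to 57.5 uM final), then substrate plus GAPDH/TPI/NAD/arsenate coupling and diaphorase/resazurin added. Fluorescence read after 20 min at RT, 525/598 nm.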
AmpC inh detg – inhibitors of E. coli AmpC beta-lactamase with detergent; P00811; Potency, µM (series often up to 114 µM), without a hit: at the highest dose activity change, negative = inhibition, usual class: inhibitors; AmpC hydrolysis of nitrocefin, absorbance 480 nm, 0.01% Triton; 0.041% of 370,000 active;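 also: potency is read from the fitted curve at half-maximal effect; 0% = no-compound wells and -100% = no-enzyme wells; nearly all actives have a fitted effect of over 25% in size; some results filed as inactive show a strong effect at the top dose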
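AmpC (5.3 nM in the dispensed reagent) in 20 mM phosphate pH 7.0 with 0.01% (detergent screen) or 0.0001% Triton X-100 was preincubated with compounds for 15 min at room temperature. Nitrocefin was then added from an 800 uM solution, and hydrolysis was followed at 480 nm.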
CHX counter – counter-screen hit for Shiga toxin inhibitors, cycloheximide; cell reporter, cycloheximide protein synthesis inhibition counterscreen; max response, %; 12% of 300,000 active; AID 2314; in the data active = max response mostly above about 13%, no sharp cut-off; inactive = mostly below about 14%; also: read at 38.3 µM for the half of the compounds with a filed dose; 0% is about no effect
AMA1-RON2 inh – inhibitors of Plasmodium falciparum AMA1-RON2 interaction | 0.2% of 360,000 active | AlphaScreen AMA1-biotinylated RON2 peptide binding | Potency, µM (series often up to 58.2 µM), inactives show at the top dose activity change, negative = inhibition, actives largely listed as inhibitors;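 also: potency is read from the fitted curve at half-maximal effect; 0% = vehicle wells and -100% = peptide control; nearly all actives have a fitted effect of over 45% in size; some results filed as inactive show a strong effect at the top dose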
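AMA1 (3D7) with his tag at 25 nM final met compounds first, then biotinylated RON2 peptide at 25 nM; detection used donor plus acceptor beads, 10 µg/mL apiece, read by AlphaScreen after 30 min at room temperature.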
The depositor's hits bear a star; ? = inconclusive; nt = no result given; & = joins results of further samples; [ ] = dose if it differs, or a comment. Unless noted, calls follow the shape of the dose curve; as a rule, active = well fitted curve in the direction sought with a large enough effect; inconclusive = small, poorly fitted or top-dose-only effect, or another doubt; inactive = no such curve, though single readings can be large; an effect the other way counts as inactive or inconclusive.

SMILES	Shiga inhibitor	HCMV antiviral	AmpC no deterg	FBPA Giardia inh	AmpC inh detg	CHX counter	AMA1-RON2 inh
Cc1ccc(-c2ccc(SCC(=O)N3CCc4ccccc43)nn2)cc1	-11	nt	-25%	4%	10%	-7	nt
CC1CC1C(=O)Nc1nc(-c2ccccc2)cs1 (stereo not given)	84*	-10	-30%	-5%	-9%	39*	2%
COc1ccc(S(=O)(=O)N2CCCC2C(=O)Nc2nc3c(s2)CCCC3)cc1 (stereo not given)	-5	-15	-10%	-3%	-11%	-1	-28%
Cc1ccc(-c2nnn3c2nc(NC(C)C)c2ccccc23)cc1	20	24	-1%	4%	4%	14*	5%
CCN(CC(=O)NCc1ccc(Cl)cc1)C(=O)CSCC(=O)Nc1ccc(C)cc1	nt	-3	109%[activator]	nt	2%	nt	-7%
CC(=O)Nc1ccc(C(=O)COC(=O)c2cccs2)c(F)c1	nt	-19	-16%	nt	5%	nt	3%
COC(=O)c1ccc(/C=C/C(=O)OCC(=O)NCc2cccs2)cc1	nt	10	-8%	nt	nt	nt	-2%
COCCn1c(-c2ccc(SC)cc2)nc2c1c(=O)[nH]c(=O)n2CC(C)C	25	31	-5%	-11%	5%	24*	0%
Cc1cccc(Oc2ncnc3onc(C)c23)c1C	-13	-7	-25%	1%	-9%	-1	28%
CNc1nc(SCc2ccccc2Cl)nc2c1CCCC2	12	-40	-21%	11%	-1%	10	51%[activator]
COc1ccc(CCC(=O)NCc2cnn(C)c2)cc1	-6	24	-7%	4%	3%	-4	-9%
Cc1ccc(OCC(=O)N2CCc3ccccc3C2)c([N+](=O)[O-])n1	-5	-12	-7%	0%	?	-1	7%
O=C(N/N=C1\CC2CC=CC12)c1ccccc1Cl (stereo not given)	85*	8	-16%	3%	6%	21*	25%
CCCCn1c(N)c(N(CCC(C)C)C(=O)CCCc2nc3ccccc3s2)c(=O)[nH]c1=O	-10	26	18%	-2%	?	7	-4%
Cc1cc(N2CCCC2)ccc1C=C(C#N)C#N	-6	?	-11%	7%	3%	8	-5%
Cc1noc(NS(=O)(=O)c2ccc(NC(=O)c3cccc(S(=O)(=O)Nc4ccccc4F)c3)cc2)c1C	nt	-4	-30%	nt	nt	nt	-6%
Cc1ccc(-c2cc(C(=O)N/N=C/c3c(C)nn(C)c3C)c3ccccc3n2)cc1C	49	19	55%	0%	?	19*	-1%
CNC(=S)N1CCC(n2cnc3ccccc32)CC1	-12	-30	-14%	-8%	-6%	-2	20%
O=c1cc(-c2ccccc2Cl)oc2c([N+](=O)[O-])c(O)cc(O)c12	-21	-72*	-18%	?	-2%	-5&-5	7%
O=C(Cc1nnc(NC(=O)c2cccc([N+](=O)[O-])c2)s1)NCc1ccccc1	-21	-9	157%[activator]	nt	-6%	2	-1%
Cc1nc(NC(=O)CN2CCC(O)(c3ccc(F)cc3)CC2)sc1C	47*	-24	0%	-3%	?	17*	1%
Cc1nc2c(O)cccc2cc1CO	-14	7	2%	20µM*	-1%	1	89%[activator]
Cc1ccc(CN2CCN(CC(=O)N/N=C/c3ccccc3F)CC2)cc1	118*	-29	34%	6%	-1%	37*	11%
Cc1cc(=O)c(C(=O)Nc2ccc(N3CCOCC3)cc2N2CCOCC2)nn1-c1ccccc1Cl	nt	-5	28%	nt	nt	nt	0%
CC(C)(C)NC(=O)C(=O)NNC(=O)c1ccccc1	13	41	-19%	-25%	-7%	-2	69%[activator]
CC(=O)c1ccc(N2CCN(CN3C(=O)CC4(CCCC4)C3=O)CC2)c(F)c1	-1	30	-1%	-1%	-2%	-2	11%
O=C(c1cc2ccccc2o1)N1CCN(S(=O)(=O)c2ccc(Cl)s2)CC1	nt	-22	1%	nt	-8%	nt	-4%
CCN(CC)C(=O)c1ncn(Cc2ccccc2)c1C(=O)N(CC)CC	nt	-16	-12%	nt	-2%	nt	-2%
COc1ccccc1NC(=O)CSc1nc(=O)n2cc(C)ccc2n1	nt	8	-10%	nt	-12%	nt	0%
C=CCNC(=S)Nc1cccc2[nH]ncc12	20	34	-35%	?	-14%	7	4%
Cc1ccc(NS(=O)(=O)c2c(C)[nH]c(C)c2C(=O)N2CCCCC2)cc1F	-13	-39	-1%	nt	-2%	-9	-9%
CN1C(=O)C(CC(N)=O)N(NC(=O)c2ccc(Cl)cc2)C1=S (stereo not given)	-9	43	-8%	-16%	?	-4	10%
N#CCC(=O)Nc1ccc(C(=O)N2CCN(c3ccccn3)CC2)cc1	3	-29	-1%	8%	7%	-3	8%
CCc1cccc(OCCOCCN2CCCC2)c1	5	?	-13%	-25%	0%	-1	-11%
O=C(NCc1ccccc1)C1CCC(CNS(=O)(=O)c2cccs2)CC1 (stereo not given)	-4	-3	-3%	2%	-11%	2	14%
Cc1cccc(N=Nc2c(C)nn(-c3ccccc3)c2N)c1C	72*	2	2%	1%	-7%	77*	-10%
Cc1nc2c(=O)n(-c3ccc(F)c(Cl)c3)nc(C)c2s1	-6	-38	-14%	9%	-9%	-2	4%
COc1cc(NC(=O)C2CSC3(C)CCC(=O)N23)c(OC)cc1Cl (stereo not given)	nt	4	-5%	nt	?	nt	11%
C[C@H](CO)N1C[C@H](C)[C@@H](CN(C)S(=O)(=O)c2cccs2)Oc2c(NC(=O)CCC(F)(F)F)cccc2C1=O	nt	-12	149%[activator]	nt	nt	nt	0%
Cc1cc(/C=C(\C#N)c2nnc(N3CCOCC3)n2-c2ccccc2)c(C)n1-c1ccccc1	-14	nt	43%	12%	?	-4	nt
COc1ccc(-c2cc(=O)c3ccccc3s2)cc1	93*	89	-11%	-4%	-11%	29*	4%
Cn1c(NC(=O)c2ccc(Cl)cc2)cc(=O)n(C)c1=O	14	-25	-23%	4%	-2%	6	1%
CCOc1ccc(N2C(=O)CSC2=S)cc1	-1	18	-26%	-3%	-12%	-2	9%
CCc1ccc(-n2nnnc2SCC(=O)NNC(=O)c2ccco2)cc1	-7	20	-18%	6%	-12%	-1	83%[activator]
COc1ccccc1N(CC(=O)Nc1ccc2c(c1)OCO2)S(=O)(=O)c1ccccc1	-1	?	-20%	-7%	-6%	-6	-5%
COc1ccc(NC(=O)CSCc2ccc(C)cc2)cc1	-5	-30	-14%	0%	?	2	-23%
CCOC(=O)c1ccc(S(=O)(=O)N2CCN(C)CC2)cc1	18	-16	0%	9%	-9%	1	-4%
Cc1ccc(-n2c(=O)c3sccc3n(CC(=O)NC3CCCC3)c2=O)cc1	-18	8	-24%	7%	-10%	-3	-22%
CCOc1cc(C(=O)Nc2cc(C)ccc2C)ccc1OCC(=O)N1CCCCC1	-8	-71*	44%	1%	2%	-6	-19%
CCOc1cc(N2CCOCC2)c(OCC)cc1NC(=O)CN1CCC(Cc2ccccc2)CC1	-13	12	-1%	-3%	?	-1	0%
Continued.
SMILES	Shiga inhibitor	HCMV antiviral	AmpC no deterg	FBPA Giardia inh	AmpC inh detg	CHX counter	AMA1-RON2 inh
Cc1c(NC(=O)COC(=O)CCc2c[nH]c3ccccc23)c(=O)n(-c2ccccc2)n1C	1	-14	10%	nt	-10%	-2	23%
CCCCNCC1CCCO1 (stereo not given)	-12	-25	-2%	-2%	-22%	-1	27%
O=C(COc1ccc(S(=O)(=O)NC2CCCCC2)cc1)NC1CCCCC1	-2	-23	-1%	2%	2%	-3	-7%
CC(Nc1ccc(Br)cn1)c1cc(Cl)ccc1O (stereo not given)	-11	-29	-42%	-6%	7%	-3	13%
Cc1ccc2c(c1)N(CC(=O)Nc1ccccc1F)C(=O)CO2	-1	4	-9%	3%	?	-3	-1%
CCOC(=O)c1cnc2ccc(OCC)cc2c1NCc1ccccc1	42*	-73*	85%[activator]	?	-1%	19*	12%
CCCOc1ccc2c3c(c(=O)oc2c1OCCC)CCCC3	25	0	-11%	-2%	-6%	13	23%
N/C(=N\OC(=O)c1ccccc1Cl)c1cccc([N+](=O)[O-])c1	52*	51	-9%	-7%	-18%	37*	0%
Cc1ccc(C)c(NC(=O)COC(=O)c2c(C)nn(-c3ccccc3)c2C)c1	nt	3	-12%	nt	0%	nt	1%
O=C(CNC(=O)c1cccc(F)c1)NC1CC1	nt	19	-14%	nt	nt	nt	-8%
Oc1ccc(N=Nc2ccc3c(c2)OCCO3)c(O)c1	25	-13	-37%	-2%	10%	22*	-24%
CC(C)c1ccc(NC(=O)C2C3C=CC4(O3)C2C(=O)N(CCCN2CCOCC2)C4C(=O)NC2CCCCC2)cc1 (stereo not given)	-5	16	26%	-5%	-2%	3	-8%
CCCN(c1nc(C)cc(OC)n1)S(=O)(=O)c1ccccc1	-5	-37	-8%	1%	-4%	1	-2%
CC(C)NC(=O)Cn1nc(C(F)(F)F)c2c1CCC2	12	-8	-4%	1%	-1%	-2	0%
NNc1nc(Nc2ccc([N+](=O)[O-])cc2)nc(N2CCCCCC2)n1	-6	13	-8%	29%	3%	1	112%[activator]
CCN1CCN(c2ncc3c(n2)CC(c2ccc(OC)c(OC)c2)CC3=O)CC1 (stereo not given)	-19	?	24%	1%	-14%	-4	-1%
Cc1ccc(NC(=O)C(C)Sc2nc(-c3ccccc3)cc(=O)[nH]2)cc1 (stereo not given)	-8	-30	-12%	7%	2%	-2	-11%
Cc1ccccc1NC(=O)Cc1nc(COC(=O)c2cccnc2Cl)cs1	nt	-9	-9%	nt	?	nt	0%
O=C(COc1ccc(Cl)cc1Cl)N1CCNC1=O	nt	?	-12%	nt	-2%	nt	-9%
O=C(Cn1cnc([N+](=O)[O-])c1)Nc1ccccc1C(F)(F)F	-2	77	-6%	2%	-8%	-1	-1%
CCOc1ccc(N(CC)C(=O)COc2cc(=O)n(C)c3ccccc23)cc1	-4	-103*	25µM*	-12%	?	-1	-8%
O=S(=O)(c1ccccc1)N1CCN(Cc2ccc(Cl)cc2)CC1	-15	16	7%	-11%	5%	-2	-7%
CCOC(=O)C/C(N)=N/N(C)c1ncc(C(F)(F)F)cc1Cl	13	-33	88%[activator]	0%	5%	-6	44%[activator]
Cc1ccc(NC(=O)CSc2nc3c(c(=O)[nH]2)CN(Cc2ccc(F)cc2)CC3)cc1C	-6	21	-1%	3%	-9%	2	-15%
CC(C)OC(=O)c1c(NS(=O)(=O)c2ccccc2)sc2c1CCCC2	-9	-24	-24%	9%	0%	-4	-15%

An excerpt from further up:
SMILES	Shiga inhibitor	HCMV antiviral	AmpC no deterg	FBPA Giardia inh	AmpC inh detg	CHX counter	AMA1-RON2 inh
Cc1ccc(-c2ccc(SCC(=O)N3CCc4ccccc43)nn2)cc1	-11	nt	-25%	4%	10%	-7	nt
CC1CC1C(=O)Nc1nc(-c2ccccc2)cs1 (stereo not given)	84*	-10	-30%	-5%	-9%	39*	2%
COc1ccc(S(=O)(=O)N2CCCC2C(=O)Nc2nc3c(s2)CCCC3)cc1 (stereo not given)	-5	-15	-10%	-3%	-11%	-1	-28%
Cc1ccc(-c2nnn3c2nc(NC(C)C)c2ccccc23)cc1	20	24	-1%	4%	4%	14*	5%
CCN(CC(=O)NCc1ccc(Cl)cc1)C(=O)CSCC(=O)Nc1ccc(C)cc1	nt	-3	109%[activator]	nt	2%	nt	-7%

From PubChem
